Screening data from PubChem.
PfHsp40 yeast: rescue of yeast from PfHsp40 toxicity, primary screen, S. cerevisiae, ATP luminescence; S. cerevisiae expressing PfHsp40, growth rescue; growth rescue, % at 12.5 µM; 340,000 compounds, 0.68% hits; in the data active = growth rescue above about 28%, passing the limit was not always enough;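 note: yeast W303a lacking pdr1 and pdr3 grown in galactose medium; growth measured after three days at 30 °C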
Mtb UGM inh: M. tuberculosis UGM enzyme inhibitors, primary screen, biochemical, fluorescence polarization, single point | UDP-galactopyranose mutase (Mycobacterium tuberculosis (strain ATCC 25618 / H37Rv)), … | purified UGM, fluorescence polarization probe displacement | inhibition, % at 10 µM | 320,000 compounds, 0.06% hits | AID 504406, 2011; in the data active = inhibition above about 10%, passing the limit was not always enough
GDH-TPI counter: GDH-TPI coupling enzyme inhibitors, primary screen, artefact control for M. tuberculosis FBA inhibitor project, biochemical, absorbance, full deck; GDH-TPI coupled enzyme counterscreen, NADH absorbance; inhibition, % at 4.8 µM; 360,000 compounds, 1.2% hits; AID 588335, 2011; in the data active = inhibition above about 30%;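 note: 0% = DMSO wells and 100% = wells lacking the enzyme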
Mtb FBA inh: Mtb FBA enzyme inhibitors, primary screen, biochemical, fluorescence, strain H37Rv; 360,000 compounds, 2.3% hits; purified M. tuberculosis FBA, fluorescence read-out; Fructose-bisphosphate aldolase (Mycobacterium tuberculosis (strain ATCC 25618 / H37Rv)), …; AID 588726, 2011; inhibition, % at 1 µM; in the data active = inhibition above about 27%;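 note: 0% = vehicle and 100% = reference inhibitor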
TcdB inh: TcdB glycohydrolase inhibitors, primary screen, biochemical, single point, plate reader; TcdB glycohydrolase enzymatic assay; inhibition, % at 9.99 µM; 350,000 compounds, 0.24% hits; Toxin B (Clostridioides difficile), P18177; in the data active = inhibition above about 10%
Target sequence (P18177 whole entry, looked up): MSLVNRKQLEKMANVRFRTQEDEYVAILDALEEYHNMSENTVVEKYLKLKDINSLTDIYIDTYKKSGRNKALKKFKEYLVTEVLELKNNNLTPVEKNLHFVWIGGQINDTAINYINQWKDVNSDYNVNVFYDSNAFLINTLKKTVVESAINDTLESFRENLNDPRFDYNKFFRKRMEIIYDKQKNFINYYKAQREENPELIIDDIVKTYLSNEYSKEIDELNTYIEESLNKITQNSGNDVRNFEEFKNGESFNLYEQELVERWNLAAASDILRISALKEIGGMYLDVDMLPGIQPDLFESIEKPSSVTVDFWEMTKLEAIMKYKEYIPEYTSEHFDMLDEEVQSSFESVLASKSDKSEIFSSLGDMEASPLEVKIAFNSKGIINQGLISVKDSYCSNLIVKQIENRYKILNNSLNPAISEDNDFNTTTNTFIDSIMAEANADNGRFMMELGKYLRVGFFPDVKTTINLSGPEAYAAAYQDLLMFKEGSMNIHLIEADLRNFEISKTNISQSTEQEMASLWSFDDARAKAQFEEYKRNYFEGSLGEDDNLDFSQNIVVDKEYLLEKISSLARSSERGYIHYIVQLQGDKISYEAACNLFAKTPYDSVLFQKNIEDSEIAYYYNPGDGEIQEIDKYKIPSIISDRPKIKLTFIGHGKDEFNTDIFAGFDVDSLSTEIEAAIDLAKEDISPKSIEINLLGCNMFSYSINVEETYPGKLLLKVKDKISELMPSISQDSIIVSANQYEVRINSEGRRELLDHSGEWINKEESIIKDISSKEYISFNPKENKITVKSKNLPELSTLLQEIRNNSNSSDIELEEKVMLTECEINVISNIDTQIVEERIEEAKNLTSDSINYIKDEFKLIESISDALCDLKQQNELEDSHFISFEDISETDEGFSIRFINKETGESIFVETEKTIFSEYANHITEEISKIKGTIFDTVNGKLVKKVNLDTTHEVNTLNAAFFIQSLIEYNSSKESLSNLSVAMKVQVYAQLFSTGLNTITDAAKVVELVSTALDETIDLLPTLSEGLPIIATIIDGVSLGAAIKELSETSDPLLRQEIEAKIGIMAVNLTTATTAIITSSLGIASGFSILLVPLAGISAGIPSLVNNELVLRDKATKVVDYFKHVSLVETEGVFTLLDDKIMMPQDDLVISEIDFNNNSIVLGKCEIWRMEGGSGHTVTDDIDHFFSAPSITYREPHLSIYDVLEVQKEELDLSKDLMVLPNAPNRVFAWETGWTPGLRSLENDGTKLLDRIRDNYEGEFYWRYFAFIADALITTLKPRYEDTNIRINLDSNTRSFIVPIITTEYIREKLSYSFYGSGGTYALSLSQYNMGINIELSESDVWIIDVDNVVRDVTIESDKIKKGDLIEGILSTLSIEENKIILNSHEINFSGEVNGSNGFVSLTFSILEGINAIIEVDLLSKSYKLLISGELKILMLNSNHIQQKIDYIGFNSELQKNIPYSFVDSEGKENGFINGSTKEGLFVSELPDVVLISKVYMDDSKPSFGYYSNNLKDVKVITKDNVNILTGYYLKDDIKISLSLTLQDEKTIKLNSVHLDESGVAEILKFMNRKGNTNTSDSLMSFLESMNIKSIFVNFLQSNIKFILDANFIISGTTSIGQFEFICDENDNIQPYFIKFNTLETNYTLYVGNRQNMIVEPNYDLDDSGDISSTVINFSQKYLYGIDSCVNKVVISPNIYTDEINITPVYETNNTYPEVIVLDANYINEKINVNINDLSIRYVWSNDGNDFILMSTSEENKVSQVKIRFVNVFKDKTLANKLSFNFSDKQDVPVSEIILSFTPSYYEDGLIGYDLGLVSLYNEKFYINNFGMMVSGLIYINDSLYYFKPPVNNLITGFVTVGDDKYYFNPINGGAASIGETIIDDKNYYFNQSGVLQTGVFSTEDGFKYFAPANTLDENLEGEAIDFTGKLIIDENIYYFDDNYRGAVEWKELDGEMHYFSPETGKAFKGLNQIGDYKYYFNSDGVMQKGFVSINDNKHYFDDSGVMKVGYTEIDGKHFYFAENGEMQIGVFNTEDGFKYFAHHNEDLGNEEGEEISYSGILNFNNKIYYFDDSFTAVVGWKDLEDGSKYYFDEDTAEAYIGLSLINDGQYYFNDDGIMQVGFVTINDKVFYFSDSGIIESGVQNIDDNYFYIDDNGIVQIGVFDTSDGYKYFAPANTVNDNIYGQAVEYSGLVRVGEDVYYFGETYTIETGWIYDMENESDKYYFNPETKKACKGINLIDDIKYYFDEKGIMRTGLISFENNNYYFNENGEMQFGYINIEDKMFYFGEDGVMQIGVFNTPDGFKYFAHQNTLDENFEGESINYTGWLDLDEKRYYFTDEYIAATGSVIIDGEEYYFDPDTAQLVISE
FadD28 FP inh: inhibitors of FadD28 bisubstrate probe binding, primary screen, biochemical, fluorescence polarization, single point. inhibition, % at 12.5 µM. AID 588549, 2011. Mycobacterium tuberculosis FadD28 fatty-acid-AMP ligase. 360,000 compounds, 0.22% hits; in the data active = inhibition above about 8.5%, passing the limit was not always enough
Vc quorum ag: inducers of Vibrio cholerae quorum light production without autoinducers, primary screen, BH1578 luxS cqsA deficient, single point. V. cholerae BH1578 lux reporter, luminescence, 6 h. activation, % at 18.7 µM. 350,000 compounds, 0.16% hits; in the data active = activation mostly above about 9.7%, no sharp cut-off; note: not every result past the cut was called active; inactives centre near 0; reference of the scale not given here
Yp Topo-I inh: Yersinia pestis topoisomerase I inhibitors, primary screen, biochemical, cleavage product accumulation, plate reader, single point; Y. pestis Topo-I cleavage product accumulation; DNA topoisomerase I (Yersinia pestis CO92); AID 504884, 2011; 360,000 compounds, 0.064% hits; activity, % at 10 µM; in the data active = activity above about 50%, passing the limit was not always enough; note: inactives centre near 2
Mtb BioA inh: M. tuberculosis BioA enzyme inhibitors, primary screen, biochemical, plate reader, single point, HTS. purified M. tuberculosis BioA enzyme. AID 602481, 2012. inhibition, % at 9.99 µM. 360,000 compounds, 0.096% hits; in the data active = inhibition above about 40%
Numbers without * were called inactive; i = inactive; . = no result given.

Sequence of screens: Mtb BioA inh	TcdB inh	Mtb FBA inh	Mtb UGM inh	Vc quorum ag	GDH-TPI counter	FadD28 FP inh	Yp Topo-I inh	PfHsp40 yeast
- Cc1ccc2c(c1)CC1(CN2C)C(=O)OC2(CCCCC2)OC1=O
  -0.2	.	-0.8	0.6	16.7*	-7.7	-2.0	4.4	0.7
- COC(=O)c1ccc(Oc2nc3c(c(=O)n(C)c(=O)n3C)n2CCC(C)C)cc1
  -1.4	.	-0.8	0.5	i	-3.4	-0.2	6.4	-0.9
- CC(=O)Oc1ccc(-c2cc3ccccc3oc2=O)cc1
  -0.3	0.8	74.7*	-3.2	-0.9	36.5*	-2.1	-2.4	1.7
- N=C1c2ccccc2CN1c1ccc(F)c([N+](=O)[O-])c1
  -0.3	1.7	2.3	-0.9	i	7.5	-3.8	-0.3	-1.2
- O=[N+]([O-])c1ccc(Oc2cccc(C(F)(F)F)c2)nc1
  .	0.5	2.2	-0.7	-0.6	11.2	-0.2	-3.0	4.0
- CCOC(=O)/C=c1\s/c(=C\c2ccc(C)cc2)c(=O)n1CC(=O)NCc1ccco1
  -1.7	.	-0.1	2.0	-0.1	11.4	1.6	-1.6	0.4
- NC(=O)c1cc2nc(-c3ccco3)cc(C(F)(F)F)n2n1
  .	.	23.8	-2.7	i	28.3	-1.2	-3.0	0.1
- CCCCC(NC(=O)c1ccccc1)C(=O)OCC(=O)N1c2ccccc2Sc2ccccc21 (stereo unspecified)
  -2.3	.	-2.7	-0.6	i	3.1	-0.6	-9.4	-0.9
- NC(=O)COC(=O)c1cccc(S(=O)(=O)N2CCN(c3ccccc3)CC2)c1
  .	1.2	4.4	0.5	.	4.4	-1.1	-1.0	-0.9
- Cc1ccc(C(C)C)c(OCC(=O)NN=C2CCCCCCC2)c1
  -3.9	.	1.4	-0.3	-0.7	10.2	-0.7	-6.0	1.0
- CCC/C=C(\CCC)C(NC(=O)Cc1ccccc1)c1ccc(C(=O)OC)cc1 (stereo unspecified)
  0.1	.	0.5	0.4	i	-15.5	-4.9	43.9	0.9
- CN(C)S(=O)(=O)c1ccc(NC(=O)COc2ncnc3sccc23)cc1
  1.7	0.3	-0.2	-0.1	-0.3	9.8	-0.6	-2.6	0.9
- Cc1ccc(O)c(C2=Nc3ccccc3N=C(c3ccco3)C2)c1
  -1.2	.	0.4	0.7	i	17.4	-3.1	20.8	-0.3
- COc1ccc(C(=O)Nc2ccc3c(c2)OCCO3)cc1S(=O)(=O)N1CCOCC1
  3.2	2.9	2.7	-0.4	i	-4.2	1.1	-2.2	0.5
- COc1ccc2occ(C(=O)c3ccc(N=C(C)N(C)C)cc3)c2c1
  0.4	.	3.5	-0.4	4.6	15.2	-1.0	4.9	-0.4
- O=S(=O)(Nc1ccc2cn[nH]c2c1)c1cc(Br)ccc1Br
  -0.4	6.6	-0.5	3.5	i	-4.3	-2.1	3.0	-0.6
- COc1ccccc1N1C(=O)CC(N2CCN(c3ccc(F)cc3)CC2)C1=O (stereo unspecified)
  -0.2	-0.1	-2.0	0.1	i	11.4	-1.2	5.0	-0.4
- O=C(NC1CCCCCC1)C1CC(=O)N(c2ccc(Cl)cc2)C1 (stereo unspecified)
  -0.9	0.9	0.1	-2.3	-0.2	-3.0	-0.6	-4.0	0.6
- Cc1ccc(O)c(-c2cc(C(=O)NCc3ccncc3)[nH]n2)c1
  0.0	.	-6.6	-0.3	i	3.4	-1.3	-2.8	-1.3
- COc1cc(Br)c(CN2CCCN(C)CC2)cc1OC
  -1.4	0.2	-1.8	-2.0	-0.6	5.6	-0.3	-0.3	-0.9
- COc1ccc(OCC(=O)Nc2cc(OC)cc(OC)c2)cc1
  -1.3	.	-1.1	0.0	i	0.8	-7.0	6.3	2.5
- CCOc1cc(/C=N/n2c(COc3ccccc3)n[nH]c2=S)ccc1O
  -1.6	3.0	-0.7	-0.6	-0.6	18.4	0.5	3.4	-1.9
- COc1cc(/C=C(\C#N)C(N)=O)ccc1OCc1c(C)no[n+]1[O-]
  4.3	2.1	-0.5	-1.9	i	31.2*	-4.7	0.5	0.1
- O=C(NCc1nnc2c3ccccc3c(-c3ccccc3)nn12)c1ccccc1Cl
  3.0	0.4	0.3	-1.8	i	9.3	-1.1	3.0	0.1
- CCOc1ccc(S(=O)(=O)N2CCC(C(=O)NCCc3ccc(OC)c(OC)c3)CC2)cc1
  .	2.2	-3.5	2.6	-0.6	-9.6	-4.3	33.0	-0.3
- COc1ccccc1-c1nc2n(n1)C(c1ccc(Cl)cc1)C(C(N)=O)=C(C)N2 (stereo unspecified)
  4.5	.	0.6	-0.5	-5.3	8.8	-2.1	-6.0	1.1
- Cc1ccc(/C=N/NC(=S)NC(C)C)o1
  -1.1	.	1.8	1.3	-2.6	29.2	-0.4	2.4	1.0
- O=C(c1cc(-c2cccs2)on1)N1CCc2ccccc2C1
  4.2	.	3.5	-5.0	-0.7	2.8	-0.4	-0.7	0.6
- Cc1ccc(-c2ccc3nnc(SCC(=O)NCC4CCCO4)n3n2)cc1 (stereo unspecified)
  .	0.1	0.4	-1.4	-2.1	6.6	-0.9	-3.6	-1.4
- O=C(c1ccc2c(c1)CCN2S(=O)(=O)c1ccccc1)N1CCN(c2ccc(F)cc2)CC1
  -0.1	2.1	0.4	3.9	-0.6	2.7	-1.3	23.0	3.8
- CCCc1nnc(NC(=O)CCC(=O)N2CCN(Cc3cc(Cl)ccc3OC)CC2)s1
  0.4	0.7	-2.3	0.0	-0.4	0.4	2.5	10.4	-0.7
- CC(C)(C)NC(=O)C(c1ccccn1)N(C(=O)C1CSC(=O)C1)c1ccc(F)cc1 (stereo unspecified)
  0.2	.	-0.1	-0.5	i	6.4	-0.5	-3.9	-0.8
- O=C(/C=C/c1ccccc1Cl)NC1CCCCC1
  -2.1	0.1	2.0	1.6	-0.4	9.6	-1.2	-7.5	-1.5
- Cn1c(=O)oc2cc(S(=O)(=O)NCCC(=O)NCCc3ccccc3)ccc21
  1.1	0.4	2.4	3.0	-0.2	-6.2	-2.0	6.3	0.4
- O=C(C1=C[C@H](c2ccc(C(F)(F)F)cc2)C[C@H](OCc2ccc(CO)cc2)O1)N1CCCCCCC1
  -2.4	.	-1.9	-1.9	i	4.0	-5.3	14.2	4.1
- CCOC(=O)N1CCN(CC(O)COCc2ccccc2)CC1 (stereo unspecified)
  0.6	.	0.3	0.4	i	1.3	-3.5	6.0	-2.3
- CC1(C)CC(=O)CC(C)(C)N1O
  .	-4.6	-1.5	.	i	-4.9	-4.0	5.0	.
- COc1ccc(/C=N/NC(=O)C(N)=O)c(OC)c1OC
  .	.	-1.2	1.0	-0.3	20.7	-0.9	0.4	1.1
- Cc1ccc(-c2c[n+](Cc3ccc(Cl)c(Cl)c3)c3n2CCC3)cc1
  .	.	-1.1	0.5	-0.4	-4.6	-3.2	11.2	1.3
- CC(C)(C)c1cc(NC(=O)c2cccc([N+](=O)[O-])c2)no1
  .	.	1.0	-0.1	-0.4	8.1	-2.8	0.8	-0.8
- COCCn1c(N)c(N(Cc2ccccc2)C(=O)c2ccc(-c3ccc(Cl)cc3)o2)c(=O)[nH]c1=O
  -3.0	1.3	5.5	-0.2	i	13.1	-1.3	-7.8	-0.1
- COc1ccc(CCNC(=O)CCc2ccc(S(=O)(=O)NC(C)C)cc2)cc1OC
  .	.	0.0	1.1	i	2.5	0.3	-5.2	0.1
- O=C(CCc1ccccc1)NC1C2CC3CC(C2)CC1C3 (stereo unspecified)
  -2.3	-3.0	0.6	1.7	-0.4	1.7	0.3	1.9	-0.5
- O=C(COc1ccc(Cl)cc1Cl)N/N=C/c1ccc(OC2OC(CO)C(O)C(O)C2O)cc1 (stereo unspecified)
  -2.8	0.9	-0.4	1.5	i	-5.3	-1.0	-3.5	-0.8
- COc1ccccc1CNc1cncnc1
  -0.4	0.5	4.2	1.9	-2.1	10.4	0.4	8.6	1.0
- COc1ccc(/C=C/c2ccncc2)cc1OC
  -1.3	.	10.3	-1.0	i	21.0	-2.2	1.2	-1.4
- Cc1ccc(N(Cc2ccc(C(=O)NCCSc3ccccn3)cc2)S(C)(=O)=O)cc1C
  -2.1	-0.3	-0.9	0.3	i	7.0	-3.1	7.9	-1.7
- Cc1cnc(NC(=O)c2ccccn2)s1
  -2.6	0.5	-2.9	-1.4	i	20.6	-4.2	-1.7	-2.2
- CCc1ccccc1NC(=O)CCc1c(C)nc(SC)nc1C
  -0.6	1.8	1.4	2.6	-0.3	2.2	-0.7	9.3	0.6
- COc1ccc(C(=O)c2c[nH]c(C(=O)NCc3cccnc3)c2)cc1
  -3.0	.	-3.9	-0.4	i	-1.4	-3.1	-6.0	0.6

Three structures out of the list, ordered by molar mass, ascending:
Sequence of screens: Mtb BioA inh	TcdB inh	Mtb FBA inh	Mtb UGM inh	Vc quorum ag	GDH-TPI counter	FadD28 FP inh	Yp Topo-I inh	PfHsp40 yeast
- Cc1cnc(NC(=O)c2ccccn2)s1
  -2.6	0.5	-2.9	-1.4	i	20.6	-4.2	-1.7	-2.2
- Cc1ccc(N(Cc2ccc(C(=O)NCCSc3ccccn3)cc2)S(C)(=O)=O)cc1C
  -2.1	-0.3	-0.9	0.3	i	7.0	-3.1	7.9	-1.7
- COCCn1c(N)c(N(Cc2ccccc2)C(=O)c2ccc(-c3ccc(Cl)cc3)o2)c(=O)[nH]c1=O
  -3.0	1.3	5.5	-0.2	i	13.1	-1.3	-7.8	-0.1

New compounds follow
Sequence of screens: Mtb BioA inh	TcdB inh	Mtb FBA inh	Mtb UGM inh	Vc quorum ag	GDH-TPI counter	FadD28 FP inh	Yp Topo-I inh	PfHsp40 yeast
- CCN(C(=O)CN1CCCCC1)c1c(N)n(Cc2ccccc2)c(=O)[nH]c1=O
  -0.2	1.0	2.5	2.3	0.2	4.5	-0.3	9.8	-0.5
- CCCCN1C(=O)Nc2ccccc2S1=O (stereo unspecified)
  .	.	-1.6	-0.4	-0.2	-3.3	-2.7	-4.3	1.5
- Cc1nnc(SCc2ccc([N+](=O)[O-])cc2)o1
  .	1.9	7.2	0.7	-0.2	4.8	-2.8	0.4	-0.3
- CN(C)CCCO/N=C(\c1ccccc1)c1ccncc1
  -0.6	.	-1.0	-0.7	0.3	3.7	-1.3	-2.8	-1.3
- CN(C)CCCN(C(=O)CCc1ccccc1)c1nc2ccc(F)cc2s1
  .	.	0.5	-4.2	-0.2	2.2	-4.1	-10.9	-1.0
- Cc1ccc(C)c(C(=O)Nc2cc(C)nn2-c2nc(C)cc(C)n2)c1
  .	0.5	2.6	-0.8	-0.2	1.9	-1.3	4.4	1.6
- Cc1nnc(N2CCc3ccccc3C2)[nH]c1=O
  -1.8	.	0.0	1.2	-0.8	11.0	0.6	-7.9	1.0
- Cc1ccc(S(=O)(=O)N(CCO)c2cc3c(s2)CCCC3)cc1
  1.5	.	0.5	-0.3	i	1.1	-1.4	24.5	2.4
- O=S(=O)(NCc1ccccc1)c1ccccc1Br
  -4.6	3.7	-2.4	-0.7	i	3.2	-1.7	3.2	-0.2
- Cc1cc(Br)ccc1NC(=O)CN(C)C(=O)CNC(=O)Cc1ccccc1
  .	0.4	1.7	0.3	-2.7	11.2	-0.2	15.3	0.4
- CCNC(=O)NC(=O)C(C)Sc1nc2cc(C(=O)OC)ccc2c(=O)n1-c1ccccc1 (stereo unspecified)
  2.0	.	0.3	-3.2	i	15.4	-3.7	15.4	0.7
- CNC(=O)c1nn(-c2ccccc2)ccc1=O
  -3.5	.	-1.0	-1.1	0.3	4.8	-1.0	-10.5	-0.1
- CC(C)Cc1nnc(NS(=O)(=O)Cc2ccccc2)s1
  -1.2	.	-1.4	-2.7	-0.2	0.0	-1.5	-3.8	-0.3
